Screening results: PubChem, several laboratories
Autophagy HCS – modulators of autophagy; MEF GFP-LC3 puncta imaging; test concentration mostly 10 µM; calls only at 10 µM (by protocol); 190,000 compounds, 0.98% hits; AID 463193;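 active = percentage of spot-positive cells more than 3 SD above its plate mean, without a fluorescence outlier flag or 80% toxicity; inconclusive = no clear call, values can overlap the other calls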;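 also: spot-positive cell cutoff set from DMSO-treated cells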
Lipid droplet – hepatic lipid droplet formation modulation; AML12 mouse hepatocytes, oleate lipid droplets, BODIPY imaging; inhibition, % at 6.5 µM; 240,000 compounds, 0.4% hits; AID 1656;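 active = lipid droplet intensity inhibited by at least 50%, with more than 500 cells counted; inconclusive = wells with under 300 cells, treated as cytotoxic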
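Test system: AML12 mouse liver cells; schedule: overnight exposure; technique: high-content imaging of BODIPY-stained droplets and DAPI nuclei; read-out: % inhibition of corrected integrated BODIPY droplet signal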
WT yeast gro inh – growth inhibition of WT yeast, mitochondrial fusion screen | inhibition, % at 10 µM | AID 1362 | 190,000 compounds, 2.1% hits | mitochondrial fusion phenotypic screen, WT strain; in the data active = inhibition above about 58%; tested in S. cerevisiae
NOD2 inhibition – inhibition of NOD2-driven NF-kB reporter – cell-based, luminescence, uHTS, HEK293 (AID 1566) | 290,000 compounds, 0.63% hits | HEK293 NOD2/NF-kB luciferase reporter, luminescence; higher % means a stronger effect | inhibition, % at 4 µM, or EC50 in µM where a hit was titrated; in the data active = inhibition above about 50%; also: many of its hits are not listed in these tables
b-catenin transl – beta-catenin nuclear translocation modulation | HeLa beta-catenin nuclear translocation, immunofluorescence imaging | nuclear translocation activity, % at 5 µM | 190,000 compounds, 0.3% hits | AID 1665;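 active = nuclear translocation activity above 50% at 5 µM, with a well cell count of 50 or more; inconclusive = wells under 50 cells across six images, flagged as toxic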;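 also: per-cell ratio of nuclear to cytoplasmic median beta-catenin stain intensity; plate controls were DMSO negative control for no effect and GSK-3 inhibitor IX positive control for full effect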
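assay system = human HeLa cells, endogenous beta-catenin | times = compound treatment 24 h, 37°C, 5% CO2 | detection = Anti-beta-catenin immunofluorescence on PFA-fixed, Triton-permeabilized cells, DAPI nuclei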
Dynein transport – blocks dynein driven cargo transport along microtubules. 220,000 compounds, 0.47% hits. 3617.4 mouse cells, GR-EGFP nuclear translocation imaging; test concentration mostly 20 µM; stimulated with dexamethasone, 1 µM; hits give low values. z-score, hits read low;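 active = plate z-score of nuclear minus cytoplasmic receptor signal below a set negative limit, without overly bright fluorescence or cell loss, cut at about -3.5 in these data, passing the limit was not always enough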;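 also: z-score of nuclear minus cytoplasmic ring GR-EGFP intensity difference per well; some compounds called inactive have numbers as strong as hits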
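Buffer or medium: tet-free medium with charcoal-stripped serum / Also added: dexamethasone agonist, 1.0 µM final, for 30 min / Timing: induction 48 h, compound 1 h, agonist 30 min / Measured by: high-content fluorescence imaging after fixation / Read-out: nuclear-to-cytoplasmic GR-EGFP distribution per well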
MT stabilizer – microtubule stabilization, imaging screen; 200,000 compounds, 0.83% hits; % tubulin-high responders, % at 10 µM; AID 2205; HeLa tubulin immunostaining HCS, 24 h; share of cells brighter than vehicle mean+2SD;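 active = plate Z-score above 3 for both tubulin-high and condensed-nucleus cell shares, with cell loss under 80%, at 10 µM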;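 also: anti alpha tubulin signal scored within the nucleus-defined area of each cell; some results filed as inactive read as strong as hits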
Yfh1-off respiration – enhancers of respiration in Yfh1-depleted yeast, dose response, Friedreich's ataxia, plus single-dose screen (AID 1465) | S. cerevisiae Yfh1-off respiration, WST-1 reduction, 72 h; higher fold induction means a stronger effect | fold induction at 50 µM; hits with a dose series show EC50 in µM | 220,000 compounds, 0.074% hits;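 active = fold induction of absorbance versus untreated yeast above a set limit, then at least 30% activation at any dose in follow-up; inconclusive = repeats straddling the limit, or above it without dose testing; inactive = fold induction below the set limit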;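 also: activators that raise dye reduction in frataxin-depleted yeast; strong numbers were not always called active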
Ins promoter up – MIN6 insulin promoter up-regulation; MIN6 insulin promoter-GFP reporter, high-content imaging; hits give high values; 190,000 compounds, 0.3% hits; z-score at 5 µM; AID 1625;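 active = z-score above 3 at 5 µM with at least 500 cells counted in the well; inconclusive = wells under 500 cells, flagged as cytotoxic or low count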
WT yeast gro inh mutant strain – recorded beside WT yeast gro inh, whose call it bears; inhibition, %; mitochondrial fusion phenotypic screen, mutant strain inhibition
Dynein transport cytoplasmic EGFP – second read-out of Dynein transport, no call of its own (marks repeat the call); z-score; measured here: cytoplasmic GR-EGFP intensity; hits give high values
Dynein transport nuclear GR-EGFP – further read-out of Dynein transport, marked with its call; z-score; measured here: nuclear GR-EGFP intensity;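 lower value marks the stronger effect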
Dynein transport cell count – also measured in Dynein transport; calls as there; z-score; measured here: cell count per field
Ins promoter up cell count – second read-out of Ins promoter up, no call of its own (marks repeat the call); cell count; measured here: cytotoxicity, nuclei count;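 total cells summed across four imaged fields per well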
Lipid droplet cells 6.5 µM – recorded beside Lipid droplet, whose call it bears; cell count; measured here: cell count, cytotoxicity flag;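 cells counted across two imaged fields per well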
b-catenin transl cell count 5 µM – also measured in b-catenin transl; calls as there; cell count; measured here: cell count, cytotoxicity flag
MT stabilizer Hoechst-high % – also measured in MT stabilizer; calls as there; % Hoechst-high responders; measured here: nuclear condensation Hoechst responders;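 share of cells brighter than vehicle mean plus two SD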
MT stabilizer cytotoxicity % – further read-out of MT stabilizer, marked with its call; toxicity, %; measured here: cytotoxicity by cell density;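 0% = mean cell density of plate MIN control wells and 100% = no cells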
Autophagy HCS cell loss 18 h – also measured in Autophagy HCS; calls as there; toxicity, %; measured here: cell loss, nuclei count;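 cell loss after 18 h compound exposure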
* hit, by the source's call; i = inactive; ? = inconclusive; · = not tested or not shown.

SMILES	Autophagy HCS	Autophagy HCS cell loss 18 h	Lipid droplet	Lipid droplet cells 6.5 µM	WT yeast gro inh	WT yeast gro inh mutant strain	NOD2 inhibition	b-catenin transl	b-catenin transl cell count 5 µM	Dynein transport	Dynein transport cytoplasmic EGFP	Dynein transport nuclear GR-EGFP	Dynein transport cell count	MT stabilizer	MT stabilizer Hoechst-high %	MT stabilizer cytotoxicity %	Yfh1-off respiration	Ins promoter up	Ins promoter up cell count
C/C=C\C(=O)Nc1cccc(C2=NOC3(C2)C[C@H](C(N)=O)N(C(=O)Cc2ccc([N+](=O)[O-])cc2)C3)c1 (stereo partly drawn)	·	·	·	·	·	·	7%	-1.8	1180	-0.5	-0.74	-0.2	-0.46	·	·	·	i	0.52	843
Nc1cccc(S(=O)(=O)NC2=NCCC2)c1	i	-12	·	·	-11	14	8%	·	·	-0.071	-0.23	0.082	0.95	1.8	1.2	6.3	i	1.3	953
COc1ccc(C2CC(c3ccccc3)=NN2c2ccc(/C=N/NC(=O)c3ccncc3)cc2)cc1 (stereo not drawn)	i	13	·	·	20	11	16%	·	·	0.85	0.13	0.12	-0.7	2.6	0.8	6.5	?	·	·
CCOC(=O)/C=C/C(=O)Nc1ccccc1-c1ccccc1NC(=O)/C=C/C(=O)OCC	i	9	-23	333	-31	24	0%	-1.7	810	-4.1*	0.76*	-2.7*	0.43*	2.2	1.5	5.8	i	0.5	962
Cc1cccc(CSc2cn(CC(=O)N3CCOCC3)c3ccccc23)c1	i	7	-13	582	-13	-8	-70%	-1.7	1121	-0.062	-0.26	-0.16	0.26	4.2	1.6	5.2	i	0.47	1464
COc1nc(C)ccc1-c1noc(-c2cccs2)n1	·	·	6	735	·	·	-161%	0.4	1321	0.12	-0.3	-0.24	1.1	·	·	·	i	0.32	1124
Oc1cc(-n2cccn2)c(O)cc1-n1cccn1	·	·	0	795	·	·	0%	-2.9	1169	-0.69	0.14	-0.19	-1.2	·	·	·	i	0.15	1416
CCN(CC)c1ccc(NC(=O)c2ccc(Br)o2)c(C)c1	i	3	8	651	6	11	-4%	·	·	-0.53	-0.3	-0.43	0.37	1.2	2.4	27	i	·	·
O=C(CSc1nnc(NC(=O)c2ccco2)s1)Nc1ccccc1F	i	12	2	689	-14	-32	-12%	2.7	912	-1.1	-0.33	-0.48	1.6	1.6	0.7	7.7	i	0.32	1522
CS(=O)(=O)N1CCN(C(=O)c2cc(-c3cccs3)nc3ccccc23)CC1	i	9	-23	722	-9	-5	-5%	·	·	-1.4	0.22	-0.33	0.41	3.2	1.7	7.9	i	1.5	1261
COc1ccc(CCC(=O)N(c2nnc(-c3cccnc3)s2)C(C)C)cc1	i	12	-8	710	4	-11	-3%	-1.9	1035	0.0085	-0.18	0.52	-0.52	2.7	2.0	5.7	i	0.46	1489
Cc1ccc(-c2nn(CC(=O)N(C)C)c(=O)c3ccccc23)cc1S(=O)(=O)N(C)C	i	-2	·	·	12	-10	-19%	·	·	0.052	-0.3	0.15	0.8	1.6	1.9	6.8	i	0.92	967
COc1ccccc1N(CC(=O)NCCSc1ccc(Cl)cc1)S(C)(=O)=O	i	18	-10	757	1	6	0%	-2.0	1076	1.3	-0.18	0.87	-0.74	1.9	0.8	6.5	i	·	·
CCCCNCC1CCCO1 (stereo not drawn)	·	·	41	730	·	·	11%	-0.8	1155	0.92	-0.1	0.23	-0.85	·	·	·	i	0.18	1285
CC1CCCCN1c1cc(C#N)c(C#N)cc1[N+](=O)[O-] (stereo not drawn)	i	34	·	·	-4	12	4%	2.2	1379	0.94	-0.23	-0.028	0.34	2.9	1.8	6.9	i	-0.79	1359
CN1CCN(/N=C/c2ccc(Cl)c(Cl)c2)CC1	i	-1	-14	587	7	19	-43%	-2.3	1158	-0.78	-0.11	-0.52	0.52	2.6	2.9	7.3	i	1.1	1466
CNC(=O)CSc1nnnn1CCCOC	i	9	11	692	-6	3	-2%	-3.8	1169	-0.43	-0.15	0.11	-0.36	4.2	2.7	5.4	i	-0.13	831
COc1ccc(C(=O)NCc2ccc3c(c2)CCO3)cc1	·	·	-8	745	·	·	-5%	0.3	1269	1.3	-0.27	0.47	-0.56	·	·	·	i	·	·
O=C(NNC(=S)Nc1ccccc1)C1CC1	i	-22	·	·	20	-9	14%	0.0	1267	0.18	-0.2	0.72	-0.7	2.7	1.4	7.7	i	0.37	1632
O=C(Nc1cccc(NC(=O)C2CC3CCCC(C2)C3=O)n1)C1CC2CCCC(C1)C2=O (stereo not drawn)	i	-4	6	682	-8	4	6%	-1.6	1090	1.3	-0.13	0.65	-1.1	4.5	1.6	4.1	i	-0.65	1937
O=c1[nH]c2ccc(S(=O)(=O)NCCO)cc2[nH]1	i	-8	12	745	0	2	13%	0.1	1064	-0.51	-0.27	-0.12	-0.16	2.9	2.4	9.2	i	0.62	1608
Cc1cc(C)n(-c2ncc3c(n2)N(CCO)CCOC3=O)n1	·	·	11	717	·	·	0%	-1.4	1158	1.7	-0.26	0.79	-0.37	·	·	·	i	0.07	1346
CC(=O)C1=C(C)NC(=O)CC1c1ccc(F)cc1 (stereo not drawn)	i	5	13	675	-7	-18	-3%	0.9	1502	0.11	-0.21	0.19	0.36	4.8	1.7	4.2	i	-0.29	1429
Cc1scc(-c2n[nH]c(=S)n2Cc2ccccc2)c1C	i	9	-4	696	71*	34*	-5%	-1.3	565	0.48	1	0.41	-0.8	2.0	2.8	2.2	i	0.12	1396
COc1ccc2[nH]c(=O)c(CN(Cc3cccs3)C(=S)NCC3CCCO3)cc2c1 (stereo not drawn)	·	·	-3	719	·	·	6%	-0.4	1331	0.19	-0.18	0.76	-0.77	·	·	·	i	0.18	1046
COC(=O)c1sccc1NC(=O)Nc1ccc(Cl)c(Cl)c1	i	12	-16	638	27	12	-22%	5.6	1026	-0.92	-0.0077	-0.63	0.49	3.4	1.9	6.6	i	0.21	1821
CCOC(=O)c1ccc(NC(=O)C2CCN(C(=O)c3ccc(OC)c(OC)c3)CC2)cc1	i	13	-5	697	-10	-12	21%	4.0	937	0.28	-0.23	-0.2	-0.22	3.0	2.3	7.5	i	·	·
FC(F)(F)c1ccc(CSc2nccn2-c2ccccc2)cc1	i	-1	·	·	63*	52*	5%	·	·	-0.11	-0.2	-0.72	-0.16	3.6	1.1	2.4	i	·	·
COc1ccc(/C=C\C(=O)NCc2ccc3[nH]c(C)cc3c2)cc1OC	i	13	74*	753*	-2	5	10%	1.1	548	-0.33	-0.2	0.48	0.26	4.2	1.5	6.3	i	-0.43	1154
CCCCn1cc(C(=O)c2cc(Br)ccc2O)cc(C#N)c1=O	i	11	·	·	11	2	7%	1.9	1374	0.71	-0.04	0.16	-1.4	2.9	1.6	4.1	i	-0.29	1468
COc1ccc(OC)c(NC(=O)c2ccno2)c1	i	13	2	729	-1	9	7%	-3.0	1097	-0.22	-0.17	-0.091	0.8	2.0	1.2	1.9	i	-0.09	1211
CS(=O)(=O)N(CC(=O)NC1CCCC1)C1CCCCC1	i	28	13	728	4	-1	8%	-1.3	993	0.37	-0.29	0.48	-0.18	1.5	0.9	4.9	i	-0.21	1409
CCc1ccccc1N1CCN(S(=O)(=O)c2cc(OC)ccc2OC)CC1	i	-3	10	613	51	18	4%	-0.6	1036	-0.37	-0.23	0.084	-0.089	1.9	1.8	12	i	1.5	1849
Cc1cc(=O)oc2ccc(OCC(=O)N(Cc3ccc(F)cc3)Cc3ccco3)cc12	i	10	-24	650	24	-7	1%	1.1	881	-0.87	-0.14	-0.18	-0.33	4.2	1.5	67	i	-0.93	966
C/C(N)=C(/C#N)C(=O)CSc1nc2ccccc2[nH]1	i	-11	-15	783	16	21	-36%	-0.6	1118	-0.32	-0.27	-0.15	0.28	2.4	1.4	7.0	i	-0.22	900
Cc1ccc(N(C)S(=O)(=O)c2cccc(C(=O)Oc3ccc4c(C)cc(=O)oc4c3)c2)cc1	i	8	4	591	-23	-9	-1%	-0.1	994	-1.8	-0.11	-1.3	0.28	2.4	4.8	6.0	i	0.02	1527
CCOC(=O)Cn1c(CN2CCN(c3cccc(Cl)c3)CC2)nc2c1c(=O)[nH]c(=O)n2C	·	·	-2	760	-5	7	3%	0.8	977	-0.53	-0.24	-0.23	-0.34	7.9	1.1	9.8	i	1.2	1012
Cc1nn(-c2ccccc2)c2sc(C(=O)NNC(=O)COc3ccccc3)cc12	i	-20	·	·	-25	-22	12%	0.3	979	1.4	0.028	0.32	-1.1	3.9	1.1	5.9	i	-0.63	1359

Just Yfh1-off respiration and Autophagy HCS, for two of the compounds above:
| SMILES | Yfh1-off respiration | Autophagy HCS |
| --- | --- | --- |
| CCc1ccccc1N1CCN(S(=O)(=O)c2cc(OC)ccc2OC)CC1 | i | i |
| CCOC(=O)Cn1c(CN2CCN(c3cccc(Cl)c3)CC2)nc2c1c(=O)[nH]c(=O)n2C | i | · |

Only part of the results is shown; rates above refer to the full screens.
